Compound activity (PubChem BioAssay)
Yfh1-depleted yeast = enhancers of respiration in Yfh1-depleted yeast, dose response, Friedreich's ataxia, plus single-dose screen (AID 1465); 220,000 tested, 0.074% active; one-dose fold induction at 50 µM; EC50 in µM for titrated hits; S. cerevisiae Yfh1-off respiration, WST-1 reduction, 72 h; higher fold induction means a stronger effect;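 active means fold induction of absorbance versus untreated yeast above a set limit, then at least 30% activation at any dose in follow-up; inconclusive means repeats straddling the limit, or above it without dose testing; inactive means fold induction below the set limit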;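 further: activators that raise dye reduction in frataxin-depleted yeast; strong numbers were not always called active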
b-catenin transl = modulators of beta-catenin nuclear translocation, primary screen, imaging, HeLa cells, immunofluorescence, high-content | AID 1665, 2009 | nuclear translocation activity, % at 5 µM | 190,000 tested, 0.3% active;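 active means nuclear translocation activity above 50% at 5 µM, with a well cell count of 50 or more; inconclusive means wells under 50 cells across six images, flagged as toxic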;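 further: per-cell ratio of nuclear to cytoplasmic median beta-catenin stain intensity; plate controls were DMSO negative control for no effect and GSK-3 inhibitor IX positive control for full effect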
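Test system: human HeLa cell line; Doses: 5 µM primary, 0.02–20 µM confirmation; Incubation: 24 h compound exposure, 37°C; Detection: beta-catenin immunofluorescence imaging with DAPI; Read-out: beta-catenin nuclear/cytoplasmic ratio, % activation.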
Insulin prom up = insulin promoter activators in MIN6 cells, imaging, high-content screening, mouse beta cells; AID 1625, 2009; MIN6 insulin promoter-GFP reporter; hits give high values; z-score at 5 µM; 190,000 tested, 0.3% active;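 active means z-score above 3 at 5 µM with at least 500 cells counted in the well; inconclusive means wells under 500 cells, flagged as cytotoxic or low count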
Autophagy mod = autophagy modulators in MEF cells, primary screen, imaging, high-content, MEF GFP-LC3; MEF GFP-LC3 puncta imaging; test concentration mostly 10 µM; calls only at 10 µM (by protocol); 190,000 tested, 0.98% active; AID 463193, 2010;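 active means percentage of spot-positive cells more than 3 SD above its plate mean, without a fluorescence outlier flag or 80% toxicity; inconclusive means no clear call, values can overlap the other calls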;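 further: spot-positive cell cutoff set from DMSO-treated cells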
WT yeast gro inh = growth inhibition of WT strain, primary screen, mitochondrial fusion inhibitor project, WT and mutant strains, chemical genetic. mitochondrial fusion phenotypic screen. inhibition, % at 10 µM. 190,000 tested, 2.1% active. AID 1362, 2008; in the data active means inhibition above about 58%; tested in S. cerevisiae
Dynein transport = inhibitors of GR-EGFP nuclear translocation, primary screen, dynein cargo transport inhibitor project, imaging, high-content, 3617.4 mouse cells | test concentration mostly 20 µM; stimulated with dexamethasone, 1 µM; hits give low values | z-score, hits read low | 220,000 tested, 0.47% active | AID 1381, 2008;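 active means plate z-score of nuclear minus cytoplasmic receptor signal below a set negative limit, without overly bright fluorescence or cell loss, cut at about -3.5 in these data, passing the limit was not always enough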;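 further: z-score of nuclear minus cytoplasmic ring GR-EGFP intensity difference per well; some compounds called inactive have numbers as strong as hits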
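medium = tetracycline-free induction medium containing charcoal-stripped FBS | also added = 1.0 µM final dexamethasone stimulus | schedule = 48 h induction, 1 h compound, 30 min dex at 37 °C | technique = fixed, Hoechst-stained cells imaged at 10x for EGFP | measure = GR-EGFP nuclear translocation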
HIV peptide binding = inhibitors of HIV fusion peptide binding, primary screen, biochemical, uHTS, fluorescence dequenching (AID 1986) | cell-free peptide binding, fluorescence dequenching, 30 min; higher % means a stronger effect | inhibition, % at 20 µM; hits with a dose series show IC50 in µM | 290,000 tested, 0.3% active; in the data active means inhibition mostly above about 52%, no sharp cut-off; inactive means mostly below about 76%; further: some results filed as inactive read as strong as hits
MT stabilize HCS = microtubule stabilizers in HeLa cells, primary screen, imaging, high-content imaging; HeLa tubulin immunostaining HCS, 24 h; share of cells brighter than vehicle mean+2SD; % tubulin-high responders, % at 10 µM; 200,000 tested, 0.83% active; AID 2205, 2009;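 active means plate Z-score above 3 for both tubulin-high and condensed-nucleus cell shares, with cell loss under 80%, at 10 µM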;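 further: anti alpha tubulin signal scored within the nucleus-defined area of each cell; some results filed as inactive read as strong as hits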
AID2073 = inhibitors of Mint1-CaV2.2 protein interaction, biochemical, HTRF (AID 2073); Voltage-dependent N-type calcium channel subunit alpha-1B (Homo sapiens); HTRF protein-protein interaction, Mint1-CaV2.2; higher % means a stronger effect; 290,000 tested, 0.19% active; inhibition, % at 20 µM, or IC50 in µM where a hit was titrated; in the data active means inhibition mostly above about 51%, no sharp cut-off; inconclusive means no clear call, values can overlap the other calls; inactive means mostly below about 53%; further: some results filed as inactive read as strong as hits
WT yeast gro inh mutant strain = recorded beside WT yeast gro inh, whose call it bears; inhibition, %; mitochondrial fusion phenotypic screen, mutant strain inhibition
Dynein transport cytoplasmic EGFP = recorded beside Dynein transport, whose call it bears; z-score; measured here: cytoplasmic GR-EGFP intensity; hits give high values
Dynein transport nuclear GR-EGFP = further read-out of Dynein transport, marked with its call; z-score; measured here: nuclear GR-EGFP intensity;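 lower value marks the stronger effect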
Dynein transport cell count = also measured in Dynein transport; calls as there; z-score; measured here: cell count per field
Insulin prom up cell count = further read-out of Insulin prom up, marked with its call; cell count; measured here: cytotoxicity, nuclei count;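 total cells summed across four imaged fields per well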
b-catenin transl cell count 5 µM = further read-out of b-catenin transl, marked with its call; cell count; measured here: cell count, cytotoxicity flag
MT stabilize HCS Hoechst-high % = further read-out of MT stabilize HCS, marked with its call; % Hoechst-high responders; measured here: nuclear condensation Hoechst responders;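 share of cells brighter than vehicle mean plus two SD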
MT stabilize HCS cytotoxicity % = also measured in MT stabilize HCS; calls as there; toxicity, %; measured here: cytotoxicity by cell density;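 0% = mean cell density of plate MIN control wells and 100% = no cells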
Autophagy mod cell loss 18 h = recorded beside Autophagy mod, whose call it bears; toxicity, %; measured here: cell loss, nuclei count;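 cell loss after 18 h compound exposure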
* = called active by the depositor; i = inactive; ? = inconclusive; · = not tested or not shown.

SMILES | Yfh1-depleted yeast | b-catenin transl | b-catenin transl cell count 5 µM | Insulin prom up | Insulin prom up cell count | Autophagy mod | Autophagy mod cell loss 18 h | WT yeast gro inh | WT yeast gro inh mutant strain | Dynein transport | Dynein transport cytoplasmic EGFP | Dynein transport nuclear GR-EGFP | Dynein transport cell count | HIV peptide binding | MT stabilize HCS | MT stabilize HCS Hoechst-high % | MT stabilize HCS cytotoxicity % | AID2073
CC(=O)c1c(C)nn(CC(O)COc2ccc3ccccc3c2)c1C (stereo not drawn) | i | 1.4 | 880 | -0.1 | 1519 | i | 6 | -24 | -11 | -1.1 | -0.045 | -0.43 | 1.2 | -1.8% | 1.2 | 1.5 | 3.0 | 26%
CN1CCN(c2ccccc2NC(=O)c2cc3ccccc3o2)CC1 | i | · | · | · | · | i | 4 | -20 | 5 | 0.036 | -0.21 | -0.8 | -0.59 | -3.0% | 3.7 | 2.9 | 0.5 | 4%
CCC1CCCCN1Cc1nc2c(c(=O)n(C)c(=O)n2C)n1CCCc1ccccc1 (stereo not drawn) | i | -1.1 | 1071 | 0.32 | 1701 | · | · | · | · | · | · | · | · | 1.4% | · | · | · | 42%
O=C(Nc1nccs1)c1ccc(Cl)cc1[N+](=O)[O-] | i | 1.3 | 1350 | -0.13 | 1671 | i | -16 | -17 | -4 | -0.58 | -0.2 | -0.48 | 1.7 | -0.9% | 2.9 | 2.6 | 6.8 | -8%
O=C(c1ccccc1F)N1CCCC(C(=O)N2CCc3ccccc3C2)C1 (stereo not drawn) | i | 0.5 | 1249 | -0.14 | 1121 | · | · | · | · | 0.9 | -0.18 | 1.1 | -0.56 | 0.0% | · | · | · | 8%
CCOC(=O)c1cnn(-c2ccccc2)c1-n1cccc1C(=O)C(=O)Nc1ccc(F)cc1 | i | -0.4 | 1335 | -0.12 | 1620 | i | -7 | 44 | 33 | 0.31 | -0.21 | -0.037 | -0.079 | 1.1% | 1.6 | 1.6 | 6.9 | 13%
COc1ccc(-c2nnn(CC(=O)N(CCCN3CCOCC3)C(C(=O)NC3CCCC3)c3ccco3)n2)cc1 (stereo not drawn) | i | 1.8 | 952 | -0.14 | 1601 | i | 7 | 10 | -16 | 0.047 | -0.21 | 0.57 | 0.32 | -0.1% | 1.7 | 1.3 | 4.6 | -3%
O=C(NCc1ccco1)c1nn2cccnc2c1Cl | i | 0.2 | 1521 | · | · | i | -11 | 15 | -3 | 0.23 | -0.1 | 0.019 | 0.12 | 0.1% | 2.8 | 2.0 | 6.2 | -1%
O=C(NCCN1CCOCC1)c1cccn2c(=O)c3c4c(sc3nc12)CCCC4 | i | -0.3 | 1337 | -0.4 | 1164 | · | · | · | · | 0.34 | -0.18 | 0.74 | 0.22 | -0.7% | · | · | · | 16%
COc1ccc(C)cc1N=Nc1ccc(O)c2ncccc12 | i | 1.3 | 1049 | -2.2 | 717 | i | 20 | 20 | 33 | -0.5 | -0.31 | 0.4 | -0.098 | -3.4% | 5.8 | 0.6 | 17 | 0%
CCN(CC)C(=O)CSc1nnc(-c2cnccn2)n1-c1ccccc1 | i | -2.3 | 945 | 0.34 | 1258 | i | 15 | -13 | -13 | -0.81 | -0.29 | -0.023 | -0.057 | 2.4% | 4.9 | 3.0 | 2.4 | 2%
Cc1ccc(-n2nc(C)c3c2NC2=C(C(=O)CC(C)(C)C2)C3c2ccccc2OCC(=O)O)cc1 (stereo not drawn) | i | -3.4 | 1062 | -0.56 | 1327 | i | 13 | -8 | 15 | -0.32 | -0.23 | 0.17 | 0.09 | 5.9% | 5.0 | 2.2 | 9.1 | 10%
O=C(CCC(=O)OCC(=O)c1ccc(Cl)cc1Cl)Nc1cccc2cccnc12 | i | 2.3 | 1448 | 2.2 | 1494 | i | 3 | 11 | -5 | 0.073 | -0.19 | -0.11 | -0.16 | -1.7% | 1.4 | 1.7 | 4.8 | -2%
N#Cc1ncn(-c2ccc(Oc3ccccc3)cc2)c1N | i | -1.8 | 994 | 0.13 | 1739 | i | 5 | -19 | 2 | -0.24 | -0.35 | 0.59 | -0.61 | -1.1% | 4.9 | 3.2 | 6.2 | 1%
S=C(c1c[nH]c2ccccc12)N1CCCC1 | i | -0.1 | 1026 | 0.02 | 1411 | i | -3 | 10 | 1 | -0.036 | -0.34 | 0.49 | 0.64 | -1.1% | 0.8 | 1.9 | 4.2 | -5%
Cc1ccc([N+](=O)[O-])cc1N=C(c1cccc([N+](=O)[O-])c1)N1CCOCC1 | i | · | · | · | · | i | 15 | -14 | -10 | 0.31 | -0.21 | -0.54 | 0.13 | -2.3% | 4.1 | 2.3 | 9.6 | 8%
O=C1CC2CS(=O)(=O)CC2N1c1ccc(Oc2ccccc2)cc1 (stereo not drawn) | i | · | · | -0.41 | 1302 | i | 4 | -1 | 9 | -0.11 | -0.25 | 0.1 | -0.41 | -1.0% | 2.3 | 1.8 | 6.2 | 0%
CCOc1ccccc1NC(=O)CSc1nc2c(c(=O)n1C)SC(C)C2 (stereo not drawn) | i | 0.0 | 994 | 0.16 | 1807 | i | 8 | 10 | 6 | 0.37 | -0.17 | 0.39 | 0.46 | -2.1% | 2.7 | 2.0 | 11 | -5%
COc1ccc(N(CC(=O)N/N=C/c2ccc3c(c2)OCO3)S(=O)(=O)c2ccccc2)cc1 | i | 1.1 | 1086 | 0.66 | 1250 | i | -2 | -3 | 9 | -0.66 | -0.25 | -0.3 | 0.77 | 1.3% | 3.2 | 3.1 | 10.0 | 11%
Cc1ccc2oc(-c3cccc(NC(=O)c4cc(-n5cnnc5)ccc4Cl)c3)nc2c1 | i | 16 | 442 | · | · | i | -5 | -12 | -7 | -0.44 | -0.053 | -0.067 | -0.14 | 9.1% | 3.7 | 0.2 | 17 | 27%
COc1cc(OC)cc(C(C(=O)NCc2ccccc2)N(Cc2ccco2)C(=O)c2ccno2)c1 (stereo not drawn) | i | · | · | 0.29 | 875 | i | 11 | 14 | 18 | -0.46 | -0.22 | -0.11 | 1.2 | 0.5% | 2.2 | 1.2 | 7.2 | 20%
COc1ccccc1OS(=O)(=O)c1ccc(NC(C)=O)cc1 | i | 0.5 | 942 | -0.58 | 1556 | i | 17 | -2 | -5 | 0.93 | -0.31 | 0.72 | -0.23 | 0.2% | 5.8 | 1.8 | 6.4 | 1%
Cc1cc(NC(=O)NC2CC(=O)N(c3ccc4c(c3)OCCO4)C2)no1 (stereo not drawn) | i | -0.1 | 1122 | -0.29 | 1277 | i | 2 | -5 | -10 | -0.33 | -0.18 | -0.23 | 1.3 | 0.5% | 3.9 | 1.9 | 4.1 | 16%
O=C(CSc1ncnc2ccccc12)NCc1ccco1 | i | 3.9 | 498 | · | · | i | -6 | 2 | -9 | 1.5 | -0.24 | -0.011 | -0.19 | 2.3% | 3.2 | 1.4 | 5.7 | 3%

Sorted by the number under Dynein transport nuclear GR-EGFP (ascending): three from the list above
SMILES,WT yeast gro inh mutant strain,Dynein transport,Dynein transport cytoplasmic EGFP,Dynein transport nuclear GR-EGFP,Dynein transport cell count,HIV peptide binding,MT stabilize HCS Hoechst-high %,AID2073
COc1ccc(N(CC(=O)N/N=C/c2ccc3c(c2)OCO3)S(=O)(=O)c2ccccc2)cc1,9,-0.66,-0.25,-0.3,0.77,1.3%,3.1,11%
O=C(CCC(=O)OCC(=O)c1ccc(Cl)cc1Cl)Nc1cccc2cccnc12,-5,0.073,-0.19,-0.11,-0.16,-1.7%,1.7,-2%
COc1ccccc1OS(=O)(=O)c1ccc(NC(C)=O)cc1,-5,0.93,-0.31,0.72,-0.23,0.2%,1.8,1%

Additional compounds.
SMILES | Yfh1-depleted yeast | b-catenin transl | b-catenin transl cell count 5 µM | Insulin prom up | Insulin prom up cell count | Autophagy mod | Autophagy mod cell loss 18 h | WT yeast gro inh | WT yeast gro inh mutant strain | Dynein transport | Dynein transport cytoplasmic EGFP | Dynein transport nuclear GR-EGFP | Dynein transport cell count | HIV peptide binding | MT stabilize HCS | MT stabilize HCS Hoechst-high % | MT stabilize HCS cytotoxicity % | AID2073
O=c1oc2c(CN3CCCCC3)c(O)ccc2cc1-c1nc2ccccc2[nH]1 | · | -8.2 | 1227 | 3.6* | 1277* | · | · | · | · | · | · | · | · | 149% | · | · | · | ?
COCc1[nH]nc2c1C(c1ccc(OC)cc1)C(C#N)=C(N)O2 (stereo not drawn) | i | · | · | -0.45 | 1440 | i | 1 | 1 | 15 | -0.7 | -0.12 | -0.086 | 0.22 | -1.7% | 3.7 | 1.5 | 1.9 | 0%
Cc1occc1C(=O)Nc1ccc(S(=O)(=O)N2CCCC2)cc1 | i | 1.0 | 1030 | 0.06 | 1378 | i | 4 | -13 | -2 | 0.17 | -0.3 | -0.056 | 1.1 | 1.7% | 2.3 | 2.3 | 4.7 | -1%
Cc1ccn2cc(CCNC(=O)c3ccc(Br)o3)nc2c1 | i | 0.9 | 1085 | -0.62 | 1877 | i | 6 | 5 | 4 | -1.2 | -0.24 | -0.72 | 0.78 | 2.4% | 1.8 | 2.7 | 7.2 | 2%
CCOc1ccccc1OCCCCCc1c(C)n[nH]c1C | i | 0.9 | 1318 | -3 | 692 | i | 12 | · | · | 1.2 | 0.088 | 1.6 | -1.2 | 2.0% | 6.2 | 1.7 | 5.4 | -2%

Compounds as they come; any-hit rate near 4.2%.
